Screening results as filed in PubChem BioAssay.
IEC-6 cytotox: IEC-6 cytotoxicity, counter-screen for KLF5 inhibitors | luminescence viability | inhibition, % at 5 µM | actives 0.78% (n = 290,000) | AID 1825; in the data active = inhibition above about 22%;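 note: 0% = plate median of test compound wells and 100% = cytotoxic reference compound wells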
HSF-1 act: increases HSF-1 driven luciferase reporter signal | NIH3T3-HGL HSF-1 luciferase reporter, MG132, 8 h; 100% = twice DMSO control signal | activation, % at 9 µM | actives 1.7% (n = 300,000);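 active = mean replicate activation of at least 50% with a set share of replicates each reaching 50%; inconclusive = only one of those two conditions met; inactive = mean below 50% and too few replicates reaching it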;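 note: 0% = median of the neutral control wells and 100% = twice that signal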
Platelet DG rel: modulates dense granule release in human platelets | human platelet-rich plasma, SFLLRN dense granule ATP release, luminescence | inhibition, %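 (compounds screened at 7.5 µM in platelet-rich plasma)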 | actives 0.22% (n = 300,000) | AID 1663;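 active = mean replicate score, as percent of positive control, at or above 50; inconclusive = mean below 50 but at least one replicate at or above 50; inactive = mean and every replicate below 50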
HIF activator: HIF pathway transcriptional activation; U2OS HRE-luciferase reporter, luminescence; normalized: DMSO 0%, desferrioxamine 100%; activation, % at 7.5 µM (by protocol); actives 0.32% (n = 300,000);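 active = mean activation of at least 10% of the iron chelator positive control signal, with at least half of replicates also reaching 10%; inconclusive = mean and replicate majority disagree about reaching 10%; inactive = mean and most replicates under 10%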
KLF5 inhibitor: suppresses KLF5 promoter-driven expression; DLD-1 KLF5 promoter-luciferase reporter, luminescence; actives 0.23% (n = 290,000); inhibition, % at 5 µM;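 active = inhibition above a per-plate limit of that plate's mean compound inhibition plus 3 SD, cut at about 60% in these data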;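 note: 0% = DMSO wells and 100% = LY294002 at 200 µM; higher means less KLF5 promoter-driven luciferase light; inactives centre near -14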
aSyn 5UTR inh: 5' untranslated region of α-synuclein, MLPCN primary screen; alpha-synuclein 5'UTR reporter, inhibitor activity; actives 0.82% (n = 300,000); AID 1813; inhibition, % (tested at 7.5 µM); in the data active = inhibition above about 60%; inconclusive = no clear call, values can overlap the other calls;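 note: H4 neuroglioblastoma cells stably carrying SNCA 5'UTR luciferase fusion; 0% = DMSO wells and 100% = positive control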
AI-2 QS mod: modulates the Vibrio harveyi AI-2 quorum sensing system; Vibrio harveyi JMH597 AI-2 luminescence/OD600 ratio, 9 h; active compounds read low; strain lacks LuxN and CqsS sensors; 0 = neutral-control median; activity change, % at 7.5 µM; actives 0.4% (n = 300,000); AID 2094; in the data active = activity change below about -75%, passing the limit was not always enough; inconclusive = no clear call, values can overlap the other calls;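 note: luminescence divided by OD600 gain over 9 h not by final OD600 alone; inactives centre near 13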
HDAC3 inh: human HDAC3 inhibition; actives 0.15% (n = 320,000); inhibition, % at 8.3 µM; O15379; recombinant HDAC3, fluorogenic peptide/trypsin coupled, fluorescence; in the data active = inhibition above about 26%, passing the limit was not always enough; inconclusive = no clear call, values can overlap the other calls
Target sequence (O15379 whole entry, looked up): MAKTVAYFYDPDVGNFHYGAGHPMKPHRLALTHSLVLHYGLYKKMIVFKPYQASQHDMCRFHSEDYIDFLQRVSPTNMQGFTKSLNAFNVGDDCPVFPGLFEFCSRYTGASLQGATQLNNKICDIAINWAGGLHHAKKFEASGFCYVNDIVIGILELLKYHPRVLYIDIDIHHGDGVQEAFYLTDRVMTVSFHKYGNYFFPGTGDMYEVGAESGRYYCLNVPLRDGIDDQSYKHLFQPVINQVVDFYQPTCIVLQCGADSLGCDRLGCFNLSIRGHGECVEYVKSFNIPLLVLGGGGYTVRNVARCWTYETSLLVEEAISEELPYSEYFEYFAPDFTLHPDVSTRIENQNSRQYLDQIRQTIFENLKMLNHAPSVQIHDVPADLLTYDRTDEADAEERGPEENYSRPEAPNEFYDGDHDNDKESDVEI
HSP90 inh: HSP90 refolding inhibition in rabbit reticulocyte lysate | actives 0.91% (n = 290,000) | inhibition, % at 5.6 µM | AID 1789 | luciferase refolding luminescence, 3 h;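 active = inhibition above the screen-wide mean plus 3 SD, computed separately per campaign, cut at about 16% in these data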;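 note: 0% = DMSO wells and 100% = 60 µM geldanamycin wells; inhibitors lower the luminescence because luciferase stays unfolded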
HSF1 inhib: HSF1 inhibition; NIH3T3-HGL HSE-luciferase, MG132-induced, luminescence 8 h; active compounds read low; activity change, negative = inhibition, % at 7.5 µM (by protocol); actives 0.77% (n = 300,000); AID 2098;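 active = more than half of replicate wells show activity change below -50%, luminescence cut by over half; inconclusive = some wells, but at most half, below -50%; inactive = no replicate well below -50%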;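 note: luciferase reports HSF-1 transcriptional activity via heat shock element; 0% = median of DMSO wells and -100% = zero luminescence signal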
The depositor's hits bear a star; ? = inconclusive; . = no result given.

SMILES	IEC-6 cytotox	HSF-1 act	Platelet DG rel	HIF activator	KLF5 inhibitor	aSyn 5UTR inh	AI-2 QS mod	HDAC3 inh	HSP90 inh	HSF1 inhib
Cc1cc(NC(=O)COC(=O)c2ccc(F)c(S(=O)(=O)N3CCOCC3)c2)no1	-2	-8	1	-0.4	-7	-1	1	-10	1	6
C#CC[N+](C)(C)CC#Cc1ccc(C)cc1	-4	-12	2	-0.3	12	21	17	2	1	-5
O=C(NC1CCCC1)C(c1ccncc1)N(CC1CCCO1)C(=O)Cn1nnc(-c2cccs2)n1 (stereo not drawn)	1	-11	0	0.1	-8	1	25	-1	1	-4
Cc1cc(C)c(C(=O)COC(=O)CNC(=O)c2ccccc2C)c(C)c1	.	-2	-3	0.8	.	5	23	-1	.	-4
O=C(CSCc1ccccc1)N=Nc1c(O)[nH]c2ccccc12	4	16	4	4.3	-13	-79	22	14	-7	1
COc1ccc(N(C(C)C(=O)N(C)Cc2ccccc2)S(C)(=O)=O)cc1 (stereo not drawn)	1	-5	-5	-1.3	-3	8	18	-8	-3	-4
CCc1cc(=O)oc2cc(OCC(=O)N3CCC[C@H]3C(=O)O)ccc12	3	-5	-3	0.3	-4	13	12	-9	-2	-2
Cn1c(=O)c2c(ncn2CCNC2=NCCCCC2)n(C)c1=O	4	-1	3	0.0	-6	-28	17	1	-3	2
C1CC(CN2CCOCC2)CN(c2nc3nonc3nc2N2CCSCC2)C1 (stereo not drawn)	3	-17	-1	-0.4	-21	-8	0	5	4	1
CCOc1ccc2[nH]c(C)c(CN3CCN(C)CC3)c(=O)c2c1	7	7	0	-0.1	-2	5	0	-9	6	-1
c1ccc(CSc2nccc(-c3ccco3)n2)cc1	.	50	-16	2.9	.	-82	21	2	.	30
Cc1cc(C)n(-c2ccc(F)cc2CN2CCN(C3CCCC3)C(CCO)C2)n1 (stereo not drawn)	1	7	2	0.5	-26	-8	11	7	-6	3
OCCN(Cc1ccccc1)Cc1ccc(Cl)cc1	0	-11	-2	0.5	-42	14	12	5	5	-2
Cc1nn(C)c(C)c1S(=O)(=O)N1CCC(C(=O)NC(C)c2ccccc2)CC1 (stereo not drawn)	-5	5	26	0.7	-36	-20	24	?	-7	1
COc1ccc(-c2nn(-c3ccccc3)cc2CNCc2cccnc2)c(F)c1	-1	-5	2	0.8	-50	-28	10	?	4	-1
CCOC(=O)Cn1nc(/C=C/c2ccc(C(C)C)cc2)ccc1=O	-1	38	2	0.7	-4	-21	5	-1	-4	9
CCOC(=O)C(NC(=O)CC(C)C)(Nc1cc(C)on1)C(F)(F)F (stereo not drawn)	4	-3	-1	0.0	2	-6	13	-2	3	2
O=C(NCCOc1ccccc1)C(=O)NCC1CCCO1 (stereo not drawn)	10	5	-4	1.1	-10	-4	-4	-6	4	-6
Cc1cc(NC(=O)c2sc(Nc3cccc(C(F)(F)F)c3)nc2N)no1	0	31	2	0.3	4	-13	10	13	-2	4
O=C(COC(=O)c1ccc(F)cc1)NCCCc1ccccc1	-2	6	22	-4.0	-21	2	17	-2	-1	2
O=C(CSc1nnc(-c2ccco2)o1)N1CCN(c2ccccc2)CC1	-1	2	4	0.1	-1	3	-1	0	0	-1
CCCC[C@@H]1CN=C(N)N1CC(C)(C)C	.	-17	2	-0.1	.	-14	18	-1	.	-1
COc1ccc(CN2CCC(CO)(Cc3ccccc3C(F)(F)F)CC2)c(F)c1	-10	-4	-10	-0.3	-30	10	6	10	2	3
COc1ccc2c(c1)C=C(CN1CCC(CO)(CCc3ccccc3)CC1)CO2	-4	0	1	0.0	9	8	14	15	1	-1
COc1cccc(NC(=O)CNC(=O)N2CC(=O)Nc3ccccc32)c1	1	8	-3	5.6	-45	-52	12	1	2	-1
SMILES	IEC-6 cytotox	HSF-1 act	Platelet DG rel	HIF activator	KLF5 inhibitor	aSyn 5UTR inh	AI-2 QS mod	HDAC3 inh	HSP90 inh	HSF1 inhib
COC(=O)c1cccc(NC(=O)CN2CCN(c3ccc(OC)cc3)CC2)c1	3	-22	-7	-0.1	-28	8	0	4	3	-3
COC(=O)c1cccc(NC(=O)CSc2nncn2-c2ccccn2)c1	3	39	-5	0.0	-9	7	3	1	2	9
COc1cccc(CNC(=O)C2CCN(S(=O)(=O)c3cccc4cccnc34)CC2)c1	1	2	-1	.	-6	15	11	-1	-3	1
O=C(c1cccc(F)c1)N1CCC2(CC1)NCCc1[nH]cnc12	-3	3	18	-0.2	-10	-16	40	-9	-7	-3
O=C(c1ccco1)N1N=C(c2ccc(Br)cc2)CC1(O)C(F)(F)F (stereo not drawn)	8	-5	-1	0.2	-15	8	13	1	5	-1
S=C(Nc1ccccc1Cl)N(CCN1CCCCC1)Cc1ccco1	-6	-11	6	0.2	-38	22	15	2	4	3
CCOc1ccc(-c2cc(N3C(=O)Nc4ccccc4N3O)n[nH]2)cc1	70*	22	-7	-0.1	69*	-7	17	4	1	5
Cn1cnnc1SCC(=O)Nc1ccccc1Sc1ccccc1	.	-6	-4	-0.1	.	0	32	0	.	-13
CCOC(=O)COc1coc(CN2CCN(c3ccccc3)CC2)cc1=O	-1	15	-6	2.4	-29	8	17	-6	0	-6
Cc1c(/C=N/N=C2\CCC3C4CCc5cc(O)ccc5C4CCC23C)cnn1C (stereo not drawn)	0	-7	12	0.2	-11	-3	10	8	2	3
O=C(COc1ncnc2ccccc12)Nc1cccc(S(=O)(=O)N2CCOCC2)c1	10	-10	-26	-0.7	-29	7	-25	-1	-6	0
CC(=O)Nc1ccc(S(=O)(=O)NNC(=O)c2cccc3ccccc23)cc1	4	0	0	-0.7	-29	19	22	-4	-2	-1
CN(CC(=O)Nc1cccc(F)c1)C(=O)c1ccc(N2CCOCC2)c([N+](=O)[O-])c1	-1	-7	-5	0.4	-18	-11	10	?	-4	-2
CCOC(=O)Cc1csc(NS(=O)(=O)c2ccc(NC(C)=O)cc2)n1	-1	-10	-2	-1.1	-36	6	13	5	-6	-3
[O-][n+]1onc2c1CCc1nnccc1-2	0	4	-1	0.1	-2	-86	18	6	-2	-13
CCOc1ccc(NS(=O)(=O)c2ccc(C(=O)NCC(C)(C)N3CCOCC3)cc2)cc1	.	-6	-9	-0.2	.	6	18	3	.	-1
COc1cc(C(=O)N/N=C/c2ccccn2)cc(OC)c1OC	21	-7	4	2.6	41	-12	25	1	-2	-13
Cc1ccc(Nc2cccc(C(F)(F)F)c2)nn1	.	11	-2	0.9	.	-54	18	4	.	7
Cc1nc2sc(C(N)=O)c(N)c2c(C)c1CC(=O)c1ccccc1	2	-3	4	0.7	-70	-52	21	?	-1	3
COc1ccc(C(=O)C(C)OC(=O)c2cccc(S(=O)(=O)Nc3cc(Cl)c(OC)cc3OC)c2)cc1 (stereo not drawn)	-4	22	-5	0.0	-1	-35	12	6	-4	13
O=C(CN1CCN(S(=O)(=O)c2ccc(F)cc2)CC1)Nc1ccccc1F	-7	-5	-14	0.1	-2	10	9	-7	-2	-1
CN1C(=O)/C(=C\c2ccco2)N=C1c1ccc(Cl)cc1Cl	-3	11	-1	0.3	9	3	13	1	0	2
O=C(c1cccc(C(F)(F)F)c1)N1CCN(S(=O)(=O)c2ccc(Cl)s2)CC1	-6	22	4	-0.2	-15	7	12	-8	2	1
COC(=O)c1cc(S(=O)(=O)Nc2nn(C)c3ccccc23)oc1C	-4	-2	0	1.4	-19	6	29	7	3	-5
COC(=O)c1cc(C#N)c(OC(C)C)nc1C	3	-12	7	-0.4	-22	22	5	-5	0	-8

Given with bars between the fields: 12 of the compounds above
molecule | IEC-6 cytotox | HSF-1 act | Platelet DG rel | HIF activator | KLF5 inhibitor | aSyn 5UTR inh | AI-2 QS mod | HDAC3 inh | HSP90 inh | HSF1 inhib
COC(=O)c1cccc(NC(=O)CN2CCN(c3ccc(OC)cc3)CC2)c1 | 3 | -22 | -7 | -0.1 | -28 | 8 | 0 | 4 | 3 | -3
COC(=O)c1cccc(NC(=O)CSc2nncn2-c2ccccn2)c1 | 3 | 39 | -5 | 0.0 | -9 | 7 | 3 | 1 | 2 | 9
COc1cccc(CNC(=O)C2CCN(S(=O)(=O)c3cccc4cccnc34)CC2)c1 | 1 | 2 | -1 | . | -6 | 15 | 11 | -1 | -3 | 1
O=C(c1cccc(F)c1)N1CCC2(CC1)NCCc1[nH]cnc12 | -3 | 3 | 18 | -0.2 | -10 | -16 | 40 | -9 | -7 | -3
O=C(c1ccco1)N1N=C(c2ccc(Br)cc2)CC1(O)C(F)(F)F (stereo not drawn) | 8 | -5 | -1 | 0.2 | -15 | 8 | 13 | 1 | 5 | -1
S=C(Nc1ccccc1Cl)N(CCN1CCCCC1)Cc1ccco1 | -6 | -11 | 6 | 0.2 | -38 | 22 | 15 | 2 | 4 | 3
CCOc1ccc(-c2cc(N3C(=O)Nc4ccccc4N3O)n[nH]2)cc1 | 70* | 22 | -7 | -0.1 | 69* | -7 | 17 | 4 | 1 | 5
Cn1cnnc1SCC(=O)Nc1ccccc1Sc1ccccc1 | . | -6 | -4 | -0.1 | . | 0 | 32 | 0 | . | -13
CCOC(=O)COc1coc(CN2CCN(c3ccccc3)CC2)cc1=O | -1 | 15 | -6 | 2.4 | -29 | 8 | 17 | -6 | 0 | -6
Cc1c(/C=N/N=C2\CCC3C4CCc5cc(O)ccc5C4CCC23C)cnn1C (stereo not drawn) | 0 | -7 | 12 | 0.2 | -11 | -3 | 10 | 8 | 2 | 3
O=C(COc1ncnc2ccccc12)Nc1cccc(S(=O)(=O)N2CCOCC2)c1 | 10 | -10 | -26 | -0.7 | -29 | 7 | -25 | -1 | -6 | 0
CC(=O)Nc1ccc(S(=O)(=O)NNC(=O)c2cccc3ccccc23)cc1 | 4 | 0 | 0 | -0.7 | -29 | 19 | 22 | -4 | -2 | -1

(next part)
SMILES	IEC-6 cytotox	HSF-1 act	Platelet DG rel	HIF activator	KLF5 inhibitor	aSyn 5UTR inh	AI-2 QS mod	HDAC3 inh	HSP90 inh	HSF1 inhib
Cc1ccccc1OCC(=O)NN1C(=O)C2C3C=CC(O3)C2C1=O (stereo not drawn)	-7	11	-7	-0.5	-5	-16	7	-3	2	0
CCN1CCN(C(=S)c2ccc(SC)cc2)CC1	-3	-8	-2	-0.1	-48	-27	3	-5	-1	-2
Cc1nnc(SCC(=O)Nc2ccc(F)cc2)n(N)c1=O	4	13	-17	-0.2	-17	-26	-6	-2	3	-2
CC1CCN(S(=O)(=O)c2nnc(NC(=O)COc3ccccc3F)s2)CC1	4	8	2	-0.2	2	14	17	1	-2	-4
Cc1cc(C(F)(F)F)c2c(C)nn(-c3ccccc3)c2n1	.	3	-2	-0.2	.	-29	18	0	.	4
S=C(N/N=C/c1ccccc1Cl)Nc1cccc(Cl)c1Cl	13	22	-25	2.0	-3	-50	-4	0	4	12
Nn1c(SCC(=O)NC2CCCCC2)nnc1-c1ccccc1	6	-51	1	0.1	-23	3	-11	1	1	-36
